inhibitors of VEEV: inhibitors of VEEV TC-83 cytopathic effect, confirmation, Vero cells (AID 588727); hit rate 0.13% among 350,000; Vero cells, VEEV TC-83 cytopathic effect inhibition; higher % means a stronger effect; inhibition, % at 20 µM; hits with a dose series show IC50 in µM; in the data active = a potency from the dose series; inconclusive = inhibition mostly from about 14% at the one dose, without a potency; inactive = the rest, 99 in 100 with inhibition below about 12%; also: strong numbers were not always called active
PhoP GFP inhibition: Inhibition of PhoP regulon, Salmonella typhi GFP reporter cells, confirmation, 4 h (AID 1850) | Salmonella Typhi PhoP-promoter GFP reporter, fluorescence, 4 h; higher % means a stronger effect | hit rate 0.33% among 310,000 | inhibition, % at 50 µM, or IC50 in µM where a hit was titrated; in the data active = a potency from the dose series; inconclusive = inhibition mostly from about 25% at the one dose, without a potency; inactive = the rest, 99 in 100 with inhibition below about 19%;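 also: 0% = induced wells with vehicle and 100% = uninduced wells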
H37Rv inhibition: M. tuberculosis growth inhibition, HTS (AID 449762) | hit rate 0.59% among 330,000 | M. tuberculosis H37Rv growth inhibition, 7H9 media; higher % means a stronger effect | inhibition, % at 25 µM; hits with a dose series show IC50 in µM; in the data active = a potency from the dose series; inconclusive = inhibition above about 70% without an active follow-up result;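 also: bacterial growth assessed after seven days of incubation; strong numbers were not always called active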
tuberculosis growth: growth inhibition of non-replicating M. tuberculosis (AID 488890). Mycobacterium tuberculosis non-replicating, growth inhibition; higher % means a stronger effect. one-dose inhibition, % at 25 µM; IC50 in µM for titrated hits. hit rate 0.39% among 320,000; in the data active = a potency from the dose series; inconclusive = inhibition mostly from about 82% at the one dose, without a potency; inactive = the rest, 99 in 100 with inhibition below about 76%;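 also: plate controls were DMSO cells for no effect and high antibiotic wells for full effect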
influenza NS1A: H1N1 influenza NS1A inhibitors, functional cell based assay (AID 504329). NS1A functional cell-based assay, percent inhibition; higher % means a stronger effect. hit rate 0.3% among 340,000. one-dose inhibition, % at 12.5 µM; IC50 in µM for titrated hits; in the data active = a potency from the dose series; inconclusive = inhibition above about 27% without an active follow-up result; also: strong numbers were not always called active
inhibitors of VEEV 10K pilot screen: also measured in inhibitors of VEEV; calls as there; inhibition, %; measured here: 10K pilot screen inhibition
An asterisk follows results filed as active; i = inactive; ? = inconclusive; / = not tested or not shown.

SMILES	inhibitors of VEEV	PhoP GFP inhibition	H37Rv inhibition	tuberculosis growth	influenza NS1A	others
COc1ccc(NC(=S)N2CCN(S(=O)(=O)c3ccccc3)CC2)cc1	1.9%	-8%	-6%	1%	-5%
Cc1cc(C)[n+](C2C3CC4CC(C3)CC2C4)o1 (stereo unspecified)	0.3%	1%	-2%	-14%	-4%
c1ccc(-n2nnnc2Oc2cccc3cccnc23)cc1	i	-1%	?	?	0%
COc1ccccc1CNC(=O)c1ccc(NS(=O)(=O)c2cccs2)cc1	3.8%	-3%	1%	11%	1%
COC(=O)C1=C(C(=O)OC)[C@@H]2N(Cc3ccccc3)c3ccccc3[C@@]23C[C@@H](CO)N(C(=O)NC2CCCC2)C3=N1	6.3%	-1%	4%	/	-14%
O=C(Nc1nnc(-c2ccco2)o1)c1cccc2ccccc12	1.6%	3%	?	i	-9%
CC(C)(C)n1nc2c(c1NC(=O)COc1ccc3ccccc3c1)CS(=O)C2 (stereo unspecified)	1.6%	/	-2%	0%	7%
Cc1cccc(C)c1OCC(=O)NC1CC1	0.9%	-5%	-1%	5%	-1%
Cc1ccc2sc(NNC(=O)c3cc(=O)c4ccccc4o3)nc2c1C	10%	1%	2%	/	9%
NC(N)=NC(N)=Nc1cccc2ccccc12	0.8%	24%	-6%	7%	6%
CCC(=O)N(CCC(c1ccccc1)c1ccco1)Cc1cccs1 (stereo unspecified)	i	-8%	-9%	/	4%
O=C(N/N=C/c1cccc(O)c1)c1cc2c(ccc3ccccc32)o1	6.7%	-7%	-5%	-4%	-13%
CCc1ccc(/C=C2/SC(=S)N(CCCC(=O)Nc3ccccc3C(=O)O)C2=O)cc1	0.2%	-4%	15%	?	-3%
CCOC(=O)c1nn(-c2ccccc2)c(=O)cc1SC(C)CC (stereo unspecified)	3.8%	12%	70%	51%	6%
COc1ccc(CC(=O)OCc2cc3cccc(C)c3[nH]c2=O)cc1	1.3%	12%	-6%	19%	8%

6 successive records out of the list so far:
SMILES	inhibitors of VEEV	PhoP GFP inhibition	H37Rv inhibition	tuberculosis growth	influenza NS1A	others
NC(N)=NC(N)=Nc1cccc2ccccc12	0.8%	24%	-6%	7%	6%
CCC(=O)N(CCC(c1ccccc1)c1ccco1)Cc1cccs1 (stereo unspecified)	i	-8%	-9%	/	4%
O=C(N/N=C/c1cccc(O)c1)c1cc2c(ccc3ccccc32)o1	6.7%	-7%	-5%	-4%	-13%
CCc1ccc(/C=C2/SC(=S)N(CCCC(=O)Nc3ccccc3C(=O)O)C2=O)cc1	0.2%	-4%	15%	?	-3%
CCOC(=O)c1nn(-c2ccccc2)c(=O)cc1SC(C)CC (stereo unspecified)	3.8%	12%	70%	51%	6%
COc1ccc(CC(=O)OCc2cc3cccc(C)c3[nH]c2=O)cc1	1.3%	12%	-6%	19%	8%

The listing continues.
SMILES	inhibitors of VEEV	PhoP GFP inhibition	H37Rv inhibition	tuberculosis growth	influenza NS1A	others
CCCCCc1cc(=O)oc2c(C(CCN3CCCC(C)C3)c3ccc(N(C)C)cc3)c(OC)cc(OC)c12 (stereo unspecified)	i	3%	?	?	5.5µM*
CC(=O)Nc1ccc(SCCN2CC[C@@H](O)CCC2=O)cc1	0.6%	/	-3%	-2%	-4%
CCCCn1c(N)c(N(CC(C)C)C(=O)CSCC(=O)Nc2cccc(C)c2)c(=O)[nH]c1=O	3.3%	-2%	-6%	21%	-5%
CC(C)(C)C(=O)NCc1ccc(C(=O)CSc2nnc(C3CC3)n2C2CC2)s1	2.0%	/	-4%	4%	-7%
CC(=O)N1C(C(=O)O)Cc2c([nH]c3ccccc23)C1C (stereo unspecified)	i	/	/	/	22%
COc1ccc(/C=C2/C(=O)ON=C2C)cc1Br	0.7%	1%	3%	8%	16%
COc1cc(N)c(Cl)cc1C(=O)OCC(=O)N1CCCC1	i	-4%	-10%	-11%	-3%
CC(=O)Nc1cccc(C(=O)/C=C/c2cccs2)c1	12%	6%	24%	47%	-5%
COC(=O)C1=C(c2ccc(C(C)=O)cc2)C[C@@H]2CC[C@H]1N2C(=O)N1CCCC1	0.2%	/	-7%	11%	-17%
CC(=O)N1CCN(C(=O)c2ccc(-n3c(C)ccc3C)cc2)CC1	0.3%	-2%	-6%	8%	18%
O=C(CN1C(=O)C2CC=CCC2C1=O)Nc1nnc(SCc2c(Cl)cccc2Cl)s1 (stereo unspecified)	0.2%	-3%	-1%	4%	4%
COc1ccc(COC(=O)C2=C(C)NC(=O)NC2c2cccc(OC)c2OC)cc1 (stereo unspecified)	0.6%	-2%	2%	16%	1%
CC(=O)N1CCc2cc(S(=O)(=O)NC(CC(C)C)C(=O)Nc3ccc4c(c3)OCCO4)ccc21 (stereo unspecified)	0.7%	1%	-7%	24%	1%
CCOC(=O)N1CCN(C2CCCN(C(=O)c3ccccc3N(C)C)C2)CC1 (stereo unspecified)	1.1%	4%	2%	-7%	19%
O=C(CCOc1ccccc1)NCc1ccccc1	4.0%	-4%	-3%	-5%	4%
CC(OC(=O)Cc1n[nH]c(=O)c2ccccc12)C(=O)Nc1ccc(Cl)cn1 (stereo unspecified)	7.9%	-9%	-2%	0%	5%
O=C(Nc1ccc(F)cc1F)C1CCCN1S(=O)(=O)c1cccc2nsnc12 (stereo unspecified)	0.4%	-3%	-11%	-6%	-1%
CCc1nnc(NC(=O)c2ccc(S(=O)(=O)N3CCCc4ccccc43)cc2)o1	7.8%	13%	-3%	?	-12%
Cc1cc(NC(=O)c2ccc(C)s2)n(-c2nc3ccccc3[nH]2)n1	1.0%	-4%	57%	?	9%	inhibitors of VEEV 10K pilot screen=0.7
COc1ccc2c(c1)c(=O)cc(C)n2CC(=O)NCc1ccco1	1.5%	-3%	17%	?	2%
Cc1ccc(NC(=O)C(=O)NCCN2CCN(S(C)(=O)=O)CC2)cc1	2.2%	4%	0%	0%	-2%
O=C(NCCc1cccs1)C1CC(c2cccc([N+](=O)[O-])c2)=NO1 (stereo unspecified)	0.5%	-3%	4%	-2%	-1%
COc1cc(NC(C)CCc2ccccc2)cc(OC)c1OC (stereo unspecified)	0.1%	4%	1%	2%	10%
CCOC(=O)N1CCN(CCC(=O)Nc2cccc(Cl)c2C)CC1	i	-2%	-3%	-14%	-2%
COc1ccc(Cl)cc1NC(=O)CCNS(=O)(=O)c1cccc2nonc12	5.0%	10%	4%	40%	-4%
Cc1ccc(C2CCN(C(=S)Nc3cccc(Cl)c3)C2)cc1 (stereo unspecified)	8.0%	14%	-3%	?	1%
Fc1ccc(CSc2ncnc3sc4c(c23)CCCC4)cc1	i	-1%	44%	49%	-2%
COc1ccc(/C(O)=C2/C(=O)C(=O)N(Cc3cccnc3)C2c2ccco2)cc1OC (stereo unspecified)	1.4%	-5%	-1%	1%	4%
N#C/C(=C\c1ccc(OCCN2CCOCC2)cc1)C(=O)Nc1ccc(S(N)(=O)=O)cc1	2.0%	-5%	7%	-1%	14%
CCOC(=O)c1c(N)sc2c1CCC(C)C2 (stereo unspecified)	2.1%	-4%	8%	5%	6%

Entries shown so far with a tert-butyl group, in the order listed:
SMILES	inhibitors of VEEV	PhoP GFP inhibition	H37Rv inhibition	tuberculosis growth	influenza NS1A	others
CC(C)(C)n1nc2c(c1NC(=O)COc1ccc3ccccc3c1)CS(=O)C2 (stereo unspecified)	1.6%	/	-2%	0%	7%
CC(C)(C)C(=O)NCc1ccc(C(=O)CSc2nnc(C3CC3)n2C2CC2)s1	2.0%	/	-4%	4%	-7%

Continued.
SMILES	inhibitors of VEEV	PhoP GFP inhibition	H37Rv inhibition	tuberculosis growth	influenza NS1A	others
O=S(=O)(Cc1ccccc1)NCc1cccnc1	3.1%	13%	0%	5%	-11%
O=C(CS(=O)(=O)Cc1ccccc1)Nc1nc2ccccc2s1	5.7%	-5%	-22%	6%	2%
COc1ccc(S(=O)(=O)N2CCCC(C(=O)NCc3ccncc3)C2)cc1 (stereo unspecified)	2.7%	-3%	-3%	1%	-5%
O=c1[nH]c(O)c(C=Nc2ccc(F)c(Cl)c2)c(=O)[nH]1	0.8%	-1%	0%	/	-2%
O=C(CCN1CCCCC1)NNC(=S)NC(=O)c1ccc(Br)cc1	2.5%	23%	1%	64%	-2%
CCOc1ccccc1N(CC(=O)NC1CCCC1)C(=O)CCCC(=O)Nc1ccccn1	4.5%	-6%	1%	4%	2%
Cc1nc(Cl)sc1C(=O)Nc1ccc2ccccc2c1	0.0%	4%	-7%	54%	1%
N#CCCN(C(=O)COC(=O)C1CCN(S(=O)(=O)c2ccc3c(c2)OCCO3)CC1)c1ccccc1	3.0%	0%	-5%	-1%	-10%
CCOC(=O)C1CCN(C(=O)c2cc(OCC)c(OCC)c(OCC)c2)CC1	0.5%	-8%	-5%	8%	7%
CCOC(=O)C1CCCN(C(=O)Nc2c(-c3ccccc3)noc2C)C1 (stereo unspecified)	i	6%	-4%	8%	1%
CC1(C)C[C@@H](O)CC2(C1)C[C@]1(C)CC(O)[C@H]2C(C)(C)C1 (stereo partly specified)	i	3%	0%	13%	/
Cn1nc(C(F)(F)F)c(C#N)c1N1CCN(c2ccc(F)cc2)CC1	9.2%	-8%	3%	15%	1%
CNc1ccc(OC)cc1-n1cnc(-c2ccc([N+](=O)[O-])cc2)c1	0.3%	1%	4%	8%	-11%
CN(C)S(=O)(=O)c1cccc(C(=O)OCC(=O)Nc2ccc3c(c2)OCCO3)c1	0.5%	/	9%	21%	-4%
COc1cc(/C=C/C(=O)OCC(=O)NCc2ccc3c(c2)OCO3)cc(OC)c1OC	2.7%	/	13%	4%	-14%
Cc1nnc(SCC(=O)N(CC(C)C)c2c(N)n(CC(C)C)c(=O)[nH]c2=O)n1-c1ccccc1	0.2%	6%	-9%	1%	-6%
N#CCC(=O)N/N=C/c1coc2ccccc2c1=O	7.3%	1%	-2%	2%	7%
O=C(NCc1ccccn1)C1Nc2ccc(C(F)(F)F)cc2C2C=CCC12 (stereo unspecified)	1.9%	5%	-4%	43%	-1%
CCCCCCC#Cc1ccc2c(c1)COc1c3ccccc3nn1-2	i	5%	94µM*	74%	7%	inhibitors of VEEV 10K pilot screen=0.0
COc1ccc(N2CC(C)Cn3c2nc2c3c(=O)n(Cc3ccccc3)c(=O)n2C)c(OC)c1 (stereo unspecified)	5.2%	-7%	-5%	37%	-1%
COc1cc(/C=N/NC(=O)c2ccc(Cn3cc([N+](=O)[O-])cn3)o2)cc(Br)c1O	3.1%	0%	10%	32%	-1%
CCOC(=O)c1c(CN2CCC(C)CC2)n(C)c2cc(Br)c(OC)cc12	8.9%	5%	7%	24%	-16%
COc1cccc(C(=O)NCC(=O)OCc2ccc(F)cc2Cl)c1	0.1%	-1%	-5%	69%	8%
Cc1ccc(NC(=O)CC2SC3=NCCN3C2=O)cc1 (stereo unspecified)	i	9%	-4%	?	6%
COc1ccccc1C(=O)Nc1cccc2nc(C)ccc12	0.8%	-7%	-4%	26%	-1%
COC(=O)c1ccc(/C=N/N2C(C)CCCC2C)cc1 (stereo unspecified)	0.8%	3%	-6%	-12%	8%
COC(=O)C(CCSC)NC(=O)CNS(=O)(=O)c1ccc(Br)cc1 (stereo unspecified)	2.3%	3%	2%	-15%	3%
CCOC(=O)C(=O)Nc1nc(-c2ccccc2)c(-c2ccccc2)o1	0.3%	-8%	-2%	1%	2%
COc1ccc(N2CCN(Cc3cc(=O)oc4cc(-c5ccccc5)c(O)cc34)CC2)cc1	i	9%	-7%	-11%	-10%
COCCN(C(=O)COC(=O)CC(C)c1ccccc1)c1c(N)n(Cc2ccccc2)c(=O)[nH]c1=O (stereo unspecified)	1.2%	4%	-1%	2%	-2%
COc1ccc(NC(=O)c2cccc(N3C(=O)C4CC=C(C)CC4C3=O)c2)c(OC)c1 (stereo unspecified)	1.3%	4%	3%	-8%	1%
CC(OC(=O)C1CCN(S(=O)(=O)c2ccc(C(C)(C)C)cc2)CC1)C(=O)N(C)C1CCCCC1 (stereo unspecified)	2.2%	/	/	/	7%
Cc1cc2nnc(SCC(=O)N(C)C3CCS(=O)(=O)C3)n2c2ccccc12 (stereo unspecified)	1.1%	6%	0%	-9%	-5%
O=C(Nn1cnc2ccccc2c1=O)c1ccc(F)cc1Cl	i	7%	2%	-7%	3%
CN(c1ccccc1)S(=O)(=O)c1cccc(NC(=O)C2CC(=O)N(Cc3ccccc3)C2)c1 (stereo unspecified)	8.0%	5%	-4%	33%	1%
COc1ccc(OC)c(S(=O)(=O)N2CCCC(C(=O)NCc3ccco3)C2)c1 (stereo unspecified)	0.3%	2%	5%	-4%	7%

Source: PubChem (Southern Research Specialized Biocontainment Screening Center)
